LMNA splice mod – modulators of lamin A splicing. AID 1487. Potency, µM (top dose mostly 46.1 µM), for the others: at the top dose ratio change, negative = inhibition, hits mostly inhibitors. 200,000 tested, 0.01% active. HeLa LMNA splicing GFP/RFP minigene ratio, 48 h; active = well fitted inhibition curve with a large enough effect in the signal ratio, with a control signal flat, not every such curve was filed as active; inconclusive = small, poorly fitted or top-dose-only effect, or effect the other way, or a change in a side signal; the % refers to the signal ratio; also: potency is read from the fitted curve at half-maximal effect; % is scaled to controls: 0 for no effect and ±100 for the full control effect
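S3 HeLa stable clones carrying a lamin A-EGFP splicing minigene plus DsRed2 were seeded at 600 cells/well in Opti-MEM with 2% FBS, pin-dosed and incubated 48 h at 37°C. Acumen cytometry (488 nm) gave the GFP/RFP total-intensity ratio.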
CBFb-RUNX1 inh – blocks binding between human CBF-beta and RUNX1. Potency, µM (series often up to 59.8 µM), without a hit: at the top dose activity, negative = inhibition, hits mostly inhibitors. AID 1477. Q01196+Q13951. AlphaScreen CBFb-His/RUNX1-biotin binding, biochemical. 230,000 tested, under 10 active; also: % of control where 0% means no effect
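Proteins preincubated together for 20 min at RT before compound addition; 15 min later, nickel and streptavidin beads were added and left 90 min prior to AlphaScreen measurement.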
Luc counter – counter-screen: inhibitors of Kinase-Glo firefly luciferase. Kinase-Glo luciferase, ATP luminescence, 8 min. Potency, µM (highest dose often 38.3 µM), without a hit: at the top dose activity change, negative = inhibition, hits mostly inhibitors. Q27757. 200,000 tested, 0.28% active; also: potency is read from the fitted curve at half-maximal effect; % is scaled to controls: 0 for no effect and ±100 for the full control effect; nearly all actives have a fitted effect of over 60% in size
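Inhibition of Kinase-Glo luciferase light generation was assessed at 10 uM ATP in pH 7.2 imidazole buffer, with luminescence measured after eight minutes at ambient temperature.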
IMPase Li cell – IMPase inhibition in cells with lithium potentiation; Potency, µM (top dose mostly 59.4 µM), inactives show top-dose activity, negative = IMPase inhibition, usual class: inhibitors; 210,000 tested, 0.35% active; CHO-M1 cells, IP1 TR-FRET (IP-One), carbachol + lithium;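 also: IP1 builds up when IMPase is blocked and the TR-FRET signal falls; potency is read from the fitted curve at half-maximal effect; plate controls were basal vehicle for no effect and high inhibitor control for full effect; nearly all actives have a fitted effect of over 50% in size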
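CHO-M1, 2000 cells/well, 16–30 h culture; cpd + low Li+, 30 min 37C; lysis with d2-IP1/Eu-anti-IP1 Ab, 10 min RT; TR-FRET 665/620 ratio and 620 channel; AC50 via Hill.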
GLA spleen mod – inhibitors or activators of human alpha-galactosidase in spleen homogenate; AID 2107; human spleen homogenate, 4MU-alpha-Gal fluorescence, 40 min; Potency, µM (series often up to 80 µM), for inactives: at the top dose activity change, negative = inhibition, hits mostly inhibitors; P06280; 240,000 tested, 0.008% active;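 also: potency is read from the fitted curve at half-maximal effect; 0% = enzyme with vehicle and -100% = no enzyme basal signal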
Target sequence (P06280 32-429 limits assumed): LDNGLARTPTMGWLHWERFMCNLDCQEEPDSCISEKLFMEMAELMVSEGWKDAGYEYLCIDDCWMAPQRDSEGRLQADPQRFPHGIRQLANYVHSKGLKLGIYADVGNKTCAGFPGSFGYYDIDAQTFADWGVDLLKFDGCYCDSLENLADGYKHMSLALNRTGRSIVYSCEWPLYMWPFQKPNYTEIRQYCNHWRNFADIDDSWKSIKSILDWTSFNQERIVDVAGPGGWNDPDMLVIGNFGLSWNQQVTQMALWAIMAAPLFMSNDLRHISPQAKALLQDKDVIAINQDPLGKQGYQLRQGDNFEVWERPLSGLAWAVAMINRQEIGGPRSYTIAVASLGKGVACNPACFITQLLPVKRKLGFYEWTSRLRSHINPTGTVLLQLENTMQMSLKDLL
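Human spleen homogenate (1 ug) was the enzyme source, with 4-methylumbelliferyl-alpha-D-galactopyranoside (1 mM final) in pH 5.0 citrate buffer with 0.01% Tween-20. Compounds were titrated; after 40 min at 37C, NaOH/glycine stop, 4-MU fluorescence read; AC50 from Hill fits.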
Epigenetic reg – epigenetic control regulation, reporter derepression; 280,000 tested, 0.2% active; Potency, µM (titrated, usually from 53.9 µM), without a hit: top-dose GFP activation, actives largely listed as activators; murine LDR cells, GFP reporter derepression, 30 h; also: potency is read from the fitted curve at half-maximal effect; % of control where 0% means no effect; nearly all actives have a fitted effect of over 60% in size
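GFP-positive cell count by laser-scanning cytometry (objects 20–120 um) after 30 h, 37 C compound exposure of murine LDR cells; reporter is CMV-GFP integrated at a silenced locus, inducible by HDAC or DNMT inhibitors.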
NPSR antagonist – neuropeptide S receptor (human) antagonism, cAMP; Potency, µM (series often up to 38.3 µM), without a hit: at the highest dose activity change, negative = inhibition, usual class: inhibitors; CHO-NPSR cells, cAMP TR-FRET, antagonist mode; Q6W5P4; 220,000 tested, 1% active; AID 1461; also: potency is read from the fitted curve at half-maximal effect; % is scaled to controls: 0 for no effect and ±100 for the full control effect; nearly all actives have a fitted effect of over 50% in size; many of its hits are not listed in these tables
Target sequence (Q6W5P4 whole entry, looked up): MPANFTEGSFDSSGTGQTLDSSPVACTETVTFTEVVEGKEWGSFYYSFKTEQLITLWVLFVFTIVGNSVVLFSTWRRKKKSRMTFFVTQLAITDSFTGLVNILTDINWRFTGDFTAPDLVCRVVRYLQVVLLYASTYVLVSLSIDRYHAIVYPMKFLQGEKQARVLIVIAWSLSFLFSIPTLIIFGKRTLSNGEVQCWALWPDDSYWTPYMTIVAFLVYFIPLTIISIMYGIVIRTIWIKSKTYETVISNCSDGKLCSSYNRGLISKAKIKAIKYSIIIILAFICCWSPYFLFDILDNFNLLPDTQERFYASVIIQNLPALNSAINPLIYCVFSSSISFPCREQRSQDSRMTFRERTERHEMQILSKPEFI
* marks the source's active call; other numbers are inactive results; ? = inconclusive; . = no result given; & = joins results of further samples; [ ] = dose if it differs, or a comment. Unless noted, calls follow the shape of the dose curve; as a rule, active = well fitted curve in the direction sought with a large enough effect; inconclusive = small, poorly fitted or top-dose-only effect, or another doubt; inactive = no such curve, though single readings can be large; an effect the other way counts as inactive or inconclusive. Some of the compounds tested (hit frequency here may not be typical).

SMILES	LMNA splice mod	CBFb-RUNX1 inh	Luc counter	IMPase Li cell	GLA spleen mod	Epigenetic reg	NPSR antagonist
Cn1nnnc1SCCNCc1ccncc1	8%	7%	2%	6%[38.3 µM]	3%	5.1%	-9%[46.1 µM]
COc1ccc(N2CCCCn3c2nc2c3c(=O)[nH]c(=O)n2C)cc1	4%	1%	0%	22%[38.3 µM]	-4%	-1.1%	-12%[46.1 µM]
COc1cc2nc(CN(C)Cc3nc4ccccc4c(=O)[nH]3)[nH]c(=O)c2cc1OC	1%	10%	-3%	19%[38.3 µM]	-11%	-1.0%	-5%[46.1 µM]
CC1CCN(CC(=O)N2CC(=O)Nc3ccccc32)CC1	-3%	-19%	0%	-6%	7%	4.0%	-6%[46.1 µM]
C=CCOC(=O)N[C@H](/C(C(=O)OC)=C(\C)NCc1ccccc1)c1cccc(OC)c1	.	10%	0%	14%	8%	1.1%	.
CC(=O)OCC(=O)[C@@]1(O)CC[C@@H]2[C@H]3CCC4=CC(=O)CC[C@]4(C)[C@]3(F)[C@@H](O)C[C@@]21C	15%	-3%[21.7 µM]	3%[17.1 µM]	4%	6%[29.1 µM]	0.0%[16.9 µM]	.
CC(C)(C)OC(=O)NCC(=O)N1CCC(C(=O)O)CC1	11%	5%	-1%	5%[38.3 µM]	9%	-1.6%	11%[46.1 µM]
Cc1ccc(NC(=S)N2CCCCCC2)cc1	.	-1%	.	.	-18%	13%	-13%
CCC(C)(C)n1nnnc1C(c1ccc2ncccc2c1)N1CCN(c2nc3ccccc3s2)CC1 (centres undefined)	?	-25%	4%	50%[activator][38.3 µM]	-9%	4.3%	?
O=C(CSc1nc2ccccc2c(=O)n1CCCO)N1CCc2ccccc21	-13%	-3%	-2%	-10%	-10%	?	-3%

2 entries from above, set out differently:
Cc1ccc(NC(=S)N2CCCCCC2)cc1
  LMNA splice mod: .; CBFb-RUNX1 inh: -1%; Luc counter: .; IMPase Li cell: .; GLA spleen mod: -18%; Epigenetic reg: 13%; NPSR antagonist: -13%

CC1CCN(CC(=O)N2CC(=O)Nc3ccccc32)CC1
  LMNA splice mod: -3%; CBFb-RUNX1 inh: -19%; Luc counter: 0%; IMPase Li cell: -6%; GLA spleen mod: 7%; Epigenetic reg: 4.0%; NPSR antagonist: -6%[46.1 µM]

Following part:
SMILES	LMNA splice mod	CBFb-RUNX1 inh	Luc counter	IMPase Li cell	GLA spleen mod	Epigenetic reg	NPSR antagonist
COc1ccccc1-n1c(C)nc(=O)c(-c2ccccc2)c1C	2%	6%	-7%	26%[38.3 µM]	3%	-1.0%	-13%[46.1 µM]
Cc1c(C(=O)NCCSCc2ccc(Cl)cc2Cl)cccc1[N+](=O)[O-]	?	-2%	1%	23%[38.3 µM]	10%	0.0%	?
Cc1ccc(NC(=O)c2cc(N3C(=O)C=CC3=O)ccc2N2CCOCC2)cc1	?	-8%	1%	24%	0%	2.1%	?
Cc1ccc(-c2cc(C(F)F)n3ncc(C(=O)Nc4cn(C)nc4C)c3n2)cc1	?	4%	-3%	13%	10%	2.5%	-2%
Cc1ccsc1/C=N\NC(=O)CC(=O)NCc1ccccc1	-14%[46 µM]	-9%	0%	13%	-3%	-0.3%	5%
CC(C)(C)c1nc2sc3c(c2c(=O)o1)CCCC3	11%	-2%	-5%	13%[38.3 µM]	11%	0.8%	-6%[46.1 µM]
COC(=O)Cn1cc(C(=O)c2ccco2)c2ccccc21	5%	9%	1%	-3%[38.3 µM]	-25%	-0.7%	-10%[46.1 µM]
O=C(CSc1nnc(CNc2ccc(Cl)cc2)n1Cc1ccccc1)NCc1ccco1	9%	-7%	0%	-11%[38.3 µM]	-9%	1.9%	-23%[46.1 µM]
COc1ccc(S(=O)(=O)N2CCOCC2)cc1NC(=O)COC(=O)C1=COCCO1	.	10%	.	.	-5%	0.6%	5%
CCCn1c(C(O)c2cc(OC)ccc2OC)nc2ccccc21 (centres undefined)	0%	2%	2%	36%[activator][38.3 µM]	0%	-1.1%	-9%[46.1 µM]
O=C(CSc1nnc(-c2c[nH]c3ccccc23)o1)c1ccccc1	-1%	-3%	5%	0%[38.3 µM]	1%	0.9%	-18%[46.1 µM]
COc1ccc(C2CC(O)(c3ccccc3)Oc3cc(OC)ccc32)cc1 (centres undefined)	.	3%&1%	.	.	1%&5%	-1.6%	-51%
S=c1nc(-c2ccccc2)n(CCCN2CCOCC2)c2c1CCCC2	0%	2%	-3%	-28%[38.3 µM]	7%	-7.2%	1%[46.1 µM]
Cc1cc(C)cc(OCC(=O)Nc2ccc3c4c(cccc24)CC3)c1	3%	-23%	-6%	-20%[38.3 µM]	-3%	8.7%	-19%[46.1 µM]
Cc1ccc(OCCC(=O)O)cc1	.	-4%	.	.	4%	-1.3%	-15%
Cn1c(=O)oc2cc(S(=O)(=O)N3CCCC3)ccc21	1%	7%	1%	0%[38.3 µM]	-23%	0.0%	2%[46.1 µM]
O=C(Nc1ccc(S(=O)(=O)Nc2cnc3ccccc3n2)cc1)c1ccc(Br)o1	-13%	13%	-2%	11%[38.3 µM]	4%	0.0%	9%[46.1 µM]
COc1ccc(NC(=O)CSc2nc(C)cc(C)n2)cc1	2%	1%	-4%	25%[38.3 µM]	10%	-0.2%	-9%[46.1 µM]
COc1ccc(N2CCCn3c2nc2c3c(=O)n(CCCc3ccccc3)c(=O)n2C)cc1	?	-16%	-1%	4%[38.3 µM]	1%	3.8%	?
O=C(O)/C=C/C(=O)NCCc1ccccc1	.	-3%	-1%	1%	5%	1.1%	14%
O=C1C2=C(c3ccccc31)[N+](=O)C1CCCCC1N2[O-] (centres undefined)	9%	-2%	-4%	1%[38.3 µM]	-12%	2.9%	-5%[46.1 µM]
NC(=O)c1ccsc1NC(=O)COC(=O)CSc1ccc(Cl)cc1	.	5%	0%	11%	-5%	-0.6%	-3%
Cc1nc(CS(=O)(=O)c2ccc(Cl)cc2)cc(Sc2ccccc2Cl)n1	-14%	20%	4%	30%[activator][38.3 µM]	-9%	-1.7%	-18%[46.1 µM]
CCn1c(Cc2ccccc2)nnc1SCC(=O)OC(C)C	2%	0%	0%	2%[38.3 µM]	-3%	-0.3%	-5%[46.1 µM]
O=C(O)c1[nH]c2ccc(Cl)cc2c1CC(=O)N1CCN(c2ccccc2)CC1	-5%	-2%	.	.	-2%	-5.2%	-5%[46.1 µM]
CCCCNC(=O)c1onc(CSc2cccc3ccccc23)c1C(=O)O	5%[0.0737 µM]	-4%	-1%	-1%[38.3 µM]	6%	-0.9%	-29%[46.1 µM]
COc1ccc(S(=O)(=O)N(C)C)cc1NCC(=O)Nc1ccc(F)cc1F	-5%	-2%	0%	3%	-2%	-1.3%	11%
Cc1cccc(C)c1NC(=S)N/N=C/c1ccc(OCCC(C)C)cc1	9%	-4%	19%	21%[38.3 µM]	0%	1.5%	-10%[46.1 µM]
CN(CC(N)=O)S(=O)(=O)c1ccc(F)cc1	10%	1%	3%	14%[38.3 µM]	-3%	1.8%	-5%[46.1 µM]
CC1CCCN(Cc2csc(N)n2)C1 (centres undefined)	?	9%	2%	-1%	-1%	-0.2%	12%
CC1CCc2c(sc(NC(=O)c3ccc(Cn4cc(Br)cn4)o3)c2C(N)=O)C1 (centres undefined)	0%	-8%	-2%	4%	-15%	-4.7%	-5%[46.1 µM]
O=C(Cn1ncc2ccccc21)N1CCN(c2cccc(C(F)(F)F)c2)CC1	-7%	-7%	0%	-1%	-5%	0.0%	-4%[46.1 µM]
CCCCNC(=O)Nc1nnc(SCC(=O)OCC)s1	.	5%	.	-2%	6%	-1.2%	-18%
CCOC(=O)c1cnc2c(C)cccc2c1NCc1ccco1	-8%	22%	0%	18%	11%	0.9%	-21%[46.1 µM]
CCc1cc2c(=O)c(-c3nc4ccccc4n3C)coc2c(CN2CCOCC2)c1O	?	-2%	3%	2%	9%	3.1%	9%
O=C(NCc1ccc(F)cc1)C1(c2cccs2)CCOCC1	?	5%	2%	-1%	-2%	4.4%&0.0%	6%
CC(C)COP(=O)(OCC(C)C)C(Nc1ccccc1)c1ccc2c(c1)OCO2 (centres undefined)	13%	-2%	0%	15%[38.3 µM]	-8%	-1.9%	?
Cc1cc(C)cc(SCc2noc(C(=O)NCCCN3CCOCC3)c2C(=O)NCCCN2CCOCC2)c1	.	14%	.	.	4%	-0.4%	-9%
Cc1ccc(/C=C/C(=O)NC(C)c2ccccc2)cc1 (centres undefined)	9%	13%	1%	6%	0%	1.3%	-1%
O=S(=O)(NCC1CCCO1)c1ccc2oc3ccc(S(=O)(=O)NCC4CCCO4)cc3c2c1 (centres undefined)	-3%	3%	1%	12%[38.3 µM]	1%	-1.0%	-12%[46.1 µM]
Nc1c(C(=O)Nc2ccc3c(c2)OCCO3)nnn1CCc1ccccc1	?	1%	0%	2%[38.3 µM]	6%	-2.7%	-13%[46.1 µM]
NC(CSSCC(N)C(=O)O)C(=O)O (centres undefined)	?	1%	.	.	0%	.	.
Cc1cc2c(=O)n(CC(=O)N3CCN(c4ccccc4)CC3)cnc2s1	9%	6%	-3%	8%[38.3 µM]	-2%	-0.8%	12%[46.1 µM]
CCC(CC)C(=O)NCCc1cc2c(C)ccc(C)c2[nH]c1=O	.	1%	.	-3%	4%	1.1%	-9%
COc1cccc(-c2nnc(NC(=O)c3ccccc3Br)o2)c1	.	-6%	.	.	4%	0.0%	-28%
CCC(C)C(NC(N)=O)C(=O)NC1CCC(C)CC1 (centres undefined)	-9%[46 µM]	11%	0%	7%	-5%	0.5%	6%
Cc1ccccc1C(=O)NC(C)c1ccc2c(c1)CCCC2 (centres undefined)	12%	13%	1%	4%[38.3 µM]	8%	-1.3%	-1%[46.1 µM]
CCN1C(=O)CC(N2CCC(Nc3ccc(OC)cc3)CC2)C1=O (centres undefined)	2%	3%	1%	19%[38.3 µM]	9%	1.2%	-12%[46.1 µM]
N#Cc1ccc(NC(=O)N2CCC(c3nc4c(nnn4Cc4cccc(Cl)c4)c(=O)[nH]3)CC2)cc1	?	-1%	1%	4%[38.3 µM]	4%	-2.0%	-19%[46.1 µM]
CCN1C(=O)C(CC(=O)Nc2ccc(F)cc2)N(Cc2cccs2)C1=S (centres undefined)	.	-5%	5%	-7%	-1%	-1.3%	-21%
Cc1ccc(-c2csc(N(Cc3ccccc3)C(=O)COc3ccccc3)n2)cc1	6%	2%	-1%	3%[38.3 µM]	0%	1.5%	-5%[46.1 µM]
O=C(CN1CCc2ccccc2C1)Nc1cc(S(=O)(=O)N2CCOCC2)ccc1N1CCOCC1	2%	-1%	1%	10%	-3%	0.0%	-4%
CCOC(=O)C1CCCN(c2c(NCCc3cccc(C)c3)c(=O)c2=O)C1 (centres undefined)	.	5%	.	.	3%	0.1%	-10%

Screening data from PubChem BioAssay.
